Tn7 DDE FP: inhibitors of Tn7 peptide binding to human fibrin DD(E) | P02675 | FP displacement of FITC-Tn7 peptide from fibrin DD(E); 0% = median of compound wells per plate | inhibition, % at 8.3 µM | 0.13% of 370,000 active | AID 720508;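 active means inhibition above the mean of compounds falling within the control limits plus 3 SD of them, cut at about 14% in these data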;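 further: 0% = plate median of compound wells and 100% = 10 µM Aha-Tn7 peptide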
Target sequence (P02675 whole entry, looked up): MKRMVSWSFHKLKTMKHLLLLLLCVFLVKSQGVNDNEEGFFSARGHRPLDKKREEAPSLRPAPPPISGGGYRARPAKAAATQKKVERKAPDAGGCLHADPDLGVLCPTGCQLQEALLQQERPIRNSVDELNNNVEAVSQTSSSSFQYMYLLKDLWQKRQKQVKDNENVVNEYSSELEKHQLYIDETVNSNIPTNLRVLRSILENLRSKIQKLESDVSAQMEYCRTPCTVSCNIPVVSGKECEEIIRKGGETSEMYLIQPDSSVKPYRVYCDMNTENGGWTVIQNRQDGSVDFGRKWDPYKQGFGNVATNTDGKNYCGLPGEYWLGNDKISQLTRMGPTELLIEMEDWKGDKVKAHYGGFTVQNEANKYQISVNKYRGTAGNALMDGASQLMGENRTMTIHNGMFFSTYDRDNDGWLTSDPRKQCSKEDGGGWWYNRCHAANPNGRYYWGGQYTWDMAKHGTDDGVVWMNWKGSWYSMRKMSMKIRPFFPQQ
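Assay system: Fibrin-DD(E) protein isolated from polymerized human fibrin clots; read-out basis: percent inhibition; medium: Tris/NaCl/CaCl2 buffer, pH 7.8; signal: FP measurement; incubation: 10 min plus 3 h, room temperature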
PLC-gamma1 inh: inhibitors of human phospholipase C gamma1 | P19174 | purified PLC-gamma1, fluorogenic substrate, fluorescence | inhibition, % at 12.2 µM | 0.84% of 370,000 active; in the data active means inhibition above about 9.5%
UHRF1 MBD2 ctr: blocks human UHRF1 binding to methylated DNA. Q96T88. UHRF1 binding to methylated oligo, TR-FRET. inhibition, % at 4.4 µM. 0.75% of 370,000 active. AID 687016; in the data active means inhibition above about 21%;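 further: UHRF1 SRA domain binding a hemimethylated CpG hairpin DNA probe; 0% = median of test compound wells and 100% = reference inhibitor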
KLK7 zymogen act: activates the human kallikrein-7 zymogen; P49862; purified proKLK7, EDANS-DABCYL substrate fluorescence; 100% is mature enzyme control, 0% vehicle; activation, % at 7 µM; 0.9% of 370,000 active; AID 652039;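 active means activation above the mean of all tested compounds plus 3 SD, computed per campaign excluding outliers beyond control limits, cut at about 13% in these data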
ARFGAP1 inhibitor: inhibits rat ARF GTPase activating protein 1; Arfgap1-stimulated ARF1 GTP hydrolysis, GDP FP detection; inhibition, % at 16.5 µM; 0.26% of 360,000 active; AID 651572;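 active means inhibition above a per-plate limit, mean inhibition of low control wells plus 3 SD, cut at about 25% in these data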;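 further: 0% = DMSO wells with enzyme and 100% = wells lacking Arfgap1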
Target sequence (Q62848 1-136 limits assumed): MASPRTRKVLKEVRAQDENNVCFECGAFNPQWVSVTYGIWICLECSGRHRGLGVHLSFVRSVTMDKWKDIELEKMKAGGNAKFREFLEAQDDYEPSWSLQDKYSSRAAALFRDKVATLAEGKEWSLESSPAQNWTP
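Assay system: Rat Arfgap1 GAP domain (His6, aa 1-136), purified enzyme | Buffer or medium: HEPES 25 mM pH 7.5, NaCl 150 mM, MgCl2, DTT | Schedule: GTP hydrolysis reaction 2 h at 25 °C | Signal: FP of antibody-bound GDP Alexa 633 tracer, ex 620/em 688 nm | Measure: Percent inhibition of Arfgap1-stimulated GTP hydrolysis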
ASAP1 inh: inhibitors of human ASAP1 ArfGAP activity; ASAP1-stimulated ARF1 GTP hydrolysis, GDP FP detection; 0.19% of 360,000 active; inhibition, % at 16.5 µM; AID 624377; in the data active means inhibition above about 25%;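 further: 0% = vehicle with enzyme and substrate and 100% = no enzyme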
Target sequence (Q9ULH1 325-724 limits assumed): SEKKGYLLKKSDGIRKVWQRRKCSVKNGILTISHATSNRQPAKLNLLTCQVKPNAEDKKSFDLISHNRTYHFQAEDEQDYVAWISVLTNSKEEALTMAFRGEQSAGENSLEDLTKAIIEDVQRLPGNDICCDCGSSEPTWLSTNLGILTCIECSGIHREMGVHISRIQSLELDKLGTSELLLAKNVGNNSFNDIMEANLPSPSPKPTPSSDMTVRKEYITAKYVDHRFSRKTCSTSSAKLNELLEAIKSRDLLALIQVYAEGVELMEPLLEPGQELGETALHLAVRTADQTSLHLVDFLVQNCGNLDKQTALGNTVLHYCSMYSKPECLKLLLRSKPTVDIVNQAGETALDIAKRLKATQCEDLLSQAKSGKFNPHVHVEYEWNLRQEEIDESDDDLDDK
DDE Tn6 FP inh: inhibitors of Tn6 peptide binding to human fibrin DD(E); P02675; Fibrin DD(E) TRITC-Tn6 fluorescence polarization displacement; inhibition, % at 8.3 µM; 0.21% of 370,000 active; AID 720509;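 active means inhibition above a per-campaign cutoff: mean of compounds within control limits plus 3 SD, cut at about 15% in these data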;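 further: 0% = median of all compound wells on the plate and 100% = blocking peptide control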
PLCb3 inh: blocks human PLC-beta3 enzyme activity | Q01970 | AID 720704 | Purified PLC-beta3, fluorogenic substrate, fluorescence | 0.18% of 370,000 active | inhibition, % at 12.2 µM; in the data active means inhibition above about 11%;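 further: 0% = median of compound wells on plate and 100% = full blocker control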
MBD2 inh: blocks human MBD2 binding to methylated DNA; TR-FRET, MBD2 binding to methylated oligonucleotide; Q9UBB5; 0.31% of 370,000 active; inhibition, % at 4.4 µM; in the data active means inhibition above about 13%
ADAM17 inh: ADAM17 inhibition, QFRET primary screen | 0.83% of 370,000 active | P78536 | recombinant ADAM17, EDANS/DABCYL FRET peptide cleavage | AID 720648 | inhibition, % at 6.95 µM;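 active means inhibition above the mean of compounds lying between control limits plus 3 SD, set per campaign, cut at about 8.5% in these data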;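 further: 0% = DMSO-only wells as the low control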
An asterisk follows results filed as active; / = not tested or not shown.

SMILES	Tn7 DDE FP	PLC-gamma1 inh	UHRF1 MBD2 ctr	KLK7 zymogen act	ARFGAP1 inhibitor	ASAP1 inh	DDE Tn6 FP inh	PLCb3 inh	MBD2 inh	ADAM17 inh
COc1cccc(Nc2ncnc3sc(C)cc23)c1	-12.3	-3.0	0.4	0.1	7.7	8.7	-11.4	-9.5	1.6	1.3
Nc1ccc(Nc2ccccc2)c(Cl)c1	0.8	-2.3	-3.5	0.0	-4.8	2.0	0.0	-1.4	-1.4	-1.4
COCc1cc(C)nc2sc3c(=O)n(Cc4ccco4)nnc3c12	1.6	2.3	0.8	0.6	-2.8	-14.9	1.1	-0.4	0.8	-0.7
O=C(c1cc(-c2ccc(Cl)cc2Cl)on1)N1CCCCCC1	-9.2	4.6	-1.4	0.4	-5.1	-10.4	-3.2	1.2	-6.1	3.3
CCNC(=O)COc1cccc(C(=O)NCc2ccccc2)c1	3.5	-1.4	3.4	0.2	0.7	-3.5	10.6	-1.0	2.1	-1.5
CCOc1ccc(C(C)=O)cc1COc1ccc(C)nc1[N+](=O)[O-]	-3.8	-0.3	1.1	-0.7	7.9	4.2	-3.3	-7.8	-2.4	-3.0
CCC(CC)c1nnc(NC(=O)CN2C(=O)NC3(CCCC3)C2=O)s1	-0.2	1.1	9.6	0.0	7.0	2.9	-4.7	-8.4	2.2	-3.9
O=C(NCc1cccnc1)c1c(O)c2cccc3c2n(c1=O)CCC3	-7.2	-1.2	-1.8	0.5	-0.4	-6.4	1.5	-1.2	6.0	-11.9
Cc1cccc(CN2CCN(C(=O)CN(C)C(C)C(=O)Nc3ccc(C(N)=O)cc3)CC2)c1 (configuration not stated)	2.7	0.6	3.4	-0.1	-16.8	-5.1	0.5	-4.0	-6.6	-7.0
O=C(Cn1cc([N+](=O)[O-])cn1)Nc1ccc(Cn2cc(Br)cn2)cc1	0.7	4.8	-1.9	0.2	-6.6	-23.2	1.6	0.5	-1.4	0.6
CCN1CCN(c2nnc(-c3ccccc3)c3ccccc23)CC1	3.1	3.9	-0.5	0.0	15.0	2.3	-1.0	-2.7	-1.7	1.0
CCOC(=O)C1C(=O)NC(c2ccccc2)=NC1c1ccc(Br)cc1 (configuration not stated)	-9.2	-1.1	-1.5	0.3	16.3	-10.2	-0.5	1.1	2.1	0.2
CN(C)CCCNC(=O)c1cc(C(=O)C2CCCCC2)c[nH]1	3.8	5.4	1.7	-0.7	-11.2	0.4	7.1	-8.3	-2.0	-3.6
O=C1OC2CC3CC1CC(O)(C3)C2 (configuration not stated)	1.2	-0.1	-0.5	0.5	-2.7	8.3	0.4	4.8	-1.4	-4.1
COc1nnc(-c2ccc(N3CCCCC3)c(NC(=O)COc3ccccc3)c2)c2ccccc12	-6.1	-0.7	-3.4	0.5	-3.5	7.7	1.1	-7.5	5.0	-3.3
COc1cccc(NC(=O)c2ccccc2NS(C)(=O)=O)c1	4.8	-9.0	0.4	0.3	7.7	0.6	-0.7	-8.8	1.2	-3.8
Cc1cc(=O)oc2cc(OCc3cc4c(cc3Cl)OCO4)ccc12	-3.0	6.5	-0.7	-0.2	17.9	24.0	3.9	3.2	-6.0	-1.1
CC1CCCCC1NC(=O)c1ccc(NS(=O)(=O)c2ccc3[nH]c(=O)[nH]c3c2)cc1 (configuration not stated)	-10.2	1.6	2.4	-0.2	3.5	5.8	6.3	-6.4	6.5	-0.8
O=c1[nH]c2cccc(F)c2n2cccc12	5.2	2.9	-3.3	-0.2	-1.2	12.8	-1.4	6.8	-2.5	-0.9
CN(Cc1ccccc1Cl)C(=O)CCNC(=O)c1ccco1	-5.0	0.1	-1.2	0.0	18.9	4.9	-1.3	-7.0	-1.2	-1.4
COc1ccc(C(=O)/C=C/c2cc(C(=O)O)cc3c2OCOC3)c(O)c1	-4.5	-1.0	8.9	0.4	2.5	16.9	5.6	1.4	2.7	-2.9
N#C/C(=C\c1cccs1)C(=O)c1ccccc1	1.3	-17.0	-1.7	-0.1	1.1	-6.0	9.5	-25.7	0.9	-7.1
CCn1c(C)c(C(C)=O)c(N2CCCC2)nc1=S	-5.4	0.4	-2.4	0.2	13.2	-7.9	3.9	5.4	-2.4	-2.2
CCCCCCCNC1=CC(=O)CC(c2ccco2)C1 (configuration not stated)	-6.6	0.2	2.0	0.3	7.4	8.0	-4.3	-3.9	-2.8	-0.6
O=C(NCc1ccco1)c1ccc(Cl)cc1[N+](=O)[O-]	-0.6	1.0	1.4	0.2	13.4	-10.9	6.1	-2.9	-5.9	-1.5

Rewritten with values under each structure: part of the list above.
Under each structure – Tn7 DDE FP | PLC-gamma1 inh | UHRF1 MBD2 ctr | KLK7 zymogen act | ARFGAP1 inhibitor | ASAP1 inh | DDE Tn6 FP inh | PLCb3 inh | MBD2 inh | ADAM17 inh
O=c1[nH]c2cccc(F)c2n2cccc12
    5.2 | 2.9 | -3.3 | -0.2 | -1.2 | 12.8 | -1.4 | 6.8 | -2.5 | -0.9
CN(Cc1ccccc1Cl)C(=O)CCNC(=O)c1ccco1
    -5.0 | 0.1 | -1.2 | 0.0 | 18.9 | 4.9 | -1.3 | -7.0 | -1.2 | -1.4
COc1ccc(C(=O)/C=C/c2cc(C(=O)O)cc3c2OCOC3)c(O)c1
    -4.5 | -1.0 | 8.9 | 0.4 | 2.5 | 16.9 | 5.6 | 1.4 | 2.7 | -2.9
N#C/C(=C\c1cccs1)C(=O)c1ccccc1
    1.3 | -17.0 | -1.7 | -0.1 | 1.1 | -6.0 | 9.5 | -25.7 | 0.9 | -7.1
CCn1c(C)c(C(C)=O)c(N2CCCC2)nc1=S
    -5.4 | 0.4 | -2.4 | 0.2 | 13.2 | -7.9 | 3.9 | 5.4 | -2.4 | -2.2
CCCCCCCNC1=CC(=O)CC(c2ccco2)C1 (configuration not stated)
    -6.6 | 0.2 | 2.0 | 0.3 | 7.4 | 8.0 | -4.3 | -3.9 | -2.8 | -0.6
O=C(NCc1ccco1)c1ccc(Cl)cc1[N+](=O)[O-]
    -0.6 | 1.0 | 1.4 | 0.2 | 13.4 | -10.9 | 6.1 | -2.9 | -5.9 | -1.5

Following part:
SMILES	Tn7 DDE FP	PLC-gamma1 inh	UHRF1 MBD2 ctr	KLK7 zymogen act	ARFGAP1 inhibitor	ASAP1 inh	DDE Tn6 FP inh	PLCb3 inh	MBD2 inh	ADAM17 inh
CCCCCCn1c(=O)n2n(c1=O)C[C@]1(OC(=O)NCc3ccc(OC)c(OC)c3)CN(S(=O)(=O)c3ccc(C)cc3)C[C@]1(O)C2	5.6	0.9	-0.3	0.2	9.6	4.6	-0.5	1.0	-1.6	7.2
COc1ccc(-n2nnnc2SCC(=O)Nc2cccc(C)n2)cc1OC	7.0	-2.0	3.9	-0.7	2.0	-13.1	-7.6	3.4	1.4	-2.6
O=C(OCC(=O)N1CCCCCC1)c1ccc(Br)c(S(=O)(=O)N2CCOCC2)c1	-10.4	0.0	1.7	-0.4	6.9	2.9	-5.3	1.5	-1.6	-3.8
CCOC(=O)C1(Cc2cccc(OC)c2)CCCN(Cc2cnn(C)c2)C1 (configuration not stated)	2.6	0.8	-0.9	0.2	-0.1	2.7	2.3	3.3	0.4	0.3
CCOc1ccccc1N1CCN(C(=O)Nc2ccc(F)c(Cl)c2)CC1	4.2	2.1	0.6	-0.1	-3.9	-7.8	-2.0	-1.7	3.6	-0.3
Nc1ccc(N(CCO)CCO)cc1	-3.1	-21.1	6.6	-0.4	-38.7	-49.1	6.7	-35.7	-9.3	-1.9
COc1ccccc1C(=O)NC(=O)CSc1nc(C)cs1	-4.7	-1.3	-3.4	-0.1	8.7	-6.5	-0.9	-10.3	-3.8	-1.4
CCS(=O)(=O)N1Cc2ccccc2CC1C(=O)Nc1nc(C)cs1 (configuration not stated)	-9.2	2.3	4.0	-0.8	7.7	8.3	8.8	0.0	-3.5	1.7
Cc1ccc(S(=O)(=O)N(C)C)cc1NC(=O)Nc1ccccc1	0.4	-3.4	-0.5	0.2	-7.6	-9.8	-12.1	-2.9	-2.8	-1.1
COc1cc(NC(=O)CCC(=O)OCCCC(F)(F)C(F)(F)F)nc(OC)n1	2.1	-3.1	-2.9	0.1	-11.4	8.8	1.1	6.0	-2.4	0.5
COc1ccc(-n2ncc(C(=O)NC3CC3)c2C2CCN(C(=O)OC(C)(C)C)CC2)cc1	4.5	3.4	14.0	0.3	4.9	9.1	0.3	-5.8	2.7	-3.7
O=C(NCc1cccnc1)c1nnc(Cc2ccc(F)cc2)o1	1.7	3.5	0.4	-0.5	-10.0	9.5	2.0	4.8	0.0	0.3
CCNC(=O)O/N=C(\C)c1sc(-c2ccccc2)nc1C	4.2	2.8	-4.2	0.1	-6.1	10.8	-1.0	2.8	1.4	-0.3
COc1ccc(S(=O)(=O)n2nc(OC(=O)c3ccccc3)cc2N)cc1	4.1	-0.4	-1.0	0.2	1.8	0.2	4.0	1.8	-5.9	-5.4
CCOC(=O)c1ccc(COC(=O)c2cc3ccccc3oc2=O)o1	-5.5	-13.6	3.2	-1.0	0.1	1.9	2.7	-15.3	-0.3	-16.1
CCC/C(O)=C1\C(=O)CC(C)(C)CC1=NCCO	5.6	1.9	-2.7	0.6	-3.1	-0.3	2.4	2.7	-4.7	-0.3
O=C(NCCc1ccccc1)OCc1cn(Cc2cc(F)cc(F)c2)nn1	-1.7	-3.4	0.1	0.2	/	/	-7.4	-2.9	3.0	-2.8
COc1ccc(CNC(=O)COC(=O)/C=C/c2cccc(Cl)c2)cc1	-0.3	-2.1	0.6	-0.3	9.6	-16.8	6.4	-2.3	-3.6	-1.9
O=C(COc1ccc(S(=O)(=O)N2CCCCC2)cc1)Nc1ccccc1F	1.0	-1.1	1.4	0.0	-2.9	4.4	4.6	-8.8	-0.6	0.1
CC(C)(C)OC(=O)N1Cc2ccccc2C[C@H]1C(=O)NCC(=O)Nc1ccc2c(c1)OCCO2	-3.4	4.2	-0.6	1.0	5.0	-8.9	10.2	1.9	0.8	-2.3
O=C(c1ccc2ccccc2c1)N1CCN(c2ccc([N+](=O)[O-])c(N3CCOCC3)c2)CC1	-0.5	3.4	-2.3	0.7	7.5	-4.4	2.7	0.4	-2.2	2.0
CCC(C)(NC(=O)c1cccc(N2C(=O)CSC2c2ccccc2)c1)C(=O)Nc1ccccc1C (configuration not stated)	7.8	-1.1	-4.2	0.8	-16.8	-10.3	3.6	-0.4	-3.4	-1.9
Cc1ccc(Oc2nsnc2N2CCOCC2)cc1	4.5	0.6	-1.3	-0.2	-11.7	1.5	13.7	0.9	-2.4	1.9
COc1ccc(-c2cc(=O)oc3cc(OCC(=O)N4CCOCC4)ccc23)cc1	-3.5	-58.5	0.8	2.0	-0.5	12.1	2.1	-99.6	0.2	-13.6
COc1ccc([C@H]2CC(=O)C=C(c3cc(F)ccc3OC)C2)cc1	-1.4	-34.9	0.3	-1.6	-4.9	4.7	1.4	-59.7	1.3	-0.2

Screens as filed in PubChem BioAssay.
